VHR inh abs: VHR1 phosphatase inhibitors, primary screen, biochemical, absorbance, uHTS | Dual specificity protein phosphatase 3 (Homo sapiens), P51452 | recombinant VHR phosphatase, pNPP absorbance | inhibition, % at 13.3 µM | actives 0.52% (n = 290,000) | AID 1654, 2009; in the data active = inhibition above about 50%; note: some compounds called inactive have numbers as strong as hits
Target sequence (P51452 whole entry, looked up): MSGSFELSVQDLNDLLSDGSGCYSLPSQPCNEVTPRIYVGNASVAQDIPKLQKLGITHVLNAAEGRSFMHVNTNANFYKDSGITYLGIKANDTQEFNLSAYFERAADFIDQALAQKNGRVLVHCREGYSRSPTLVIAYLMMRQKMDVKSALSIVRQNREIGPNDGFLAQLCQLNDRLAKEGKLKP
CCHF vOTU inh: CCHFV vOTU protease inhibitors, primary screen, biochemical, Pep-AMC substrate, fluorescence. inhibition, % at 11.5 µM. Crimean-Congo hemorrhagic fever virus L polyprotein viral ovarian tumor (vOTU) protease …. actives 0.55% (n = 370,000). AID 651958, 2012; note: 0% = vehicle wells with enzyme and 100% = no enzyme wells
MazF activator: activators of E. coli MazEF toxin-antitoxin RNase, primary screen, biochemical, fluorescence, uHTS; activation, % at 20 µM; FAM/BHQ RNA-DNA oligo cleavage fluorescence, 5 h; AID 504720, 2011; actives 0.32% (n = 350,000); in the data active = activation above about 50%
Target sequence (P0AE70 whole entry, looked up): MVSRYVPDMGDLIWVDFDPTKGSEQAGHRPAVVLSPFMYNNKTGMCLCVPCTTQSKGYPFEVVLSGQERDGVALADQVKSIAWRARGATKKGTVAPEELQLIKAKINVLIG
Mtb BioA inh: M. tuberculosis BioA enzyme inhibitors, primary screen, biochemical, plate reader, single point, HTS; inhibition, % at 9.99 µM; actives 0.096% (n = 360,000); purified M. tuberculosis BioA enzyme; 7,8-diaminopelargonic acid synthase BioA (Mycobacterium tuberculosis); in the data active = inhibition above about 40%; inconclusive = no clear call, values can overlap the other calls
BoNT F protease: BoNT/F light chain protease inhibitors, primary screen, biochemical, flow cytometry, MLPCN library | Botulinum neurotoxin type F light chain protease (Clostridium botulinum) | Multiplex microsphere protease cleavage assay | actives 0.22% (n = 360,000) | AID 588497, 2011 | inhibition, % at 10 µM; in the data active = inhibition above about 35%, passing the limit was not always enough; inconclusive = no clear call, values can overlap the other calls; note: plate controls were buffer without enzyme for full effect and enzyme alone for no effect
Mtb FBA inh: Mtb FBA enzyme inhibitors, primary screen, biochemical, fluorescence, strain H37Rv. AID 588726, 2011. inhibition, % at 1 µM. actives 2.3% (n = 360,000). purified M. tuberculosis FBA, fluorescence read-out. Fructose-bisphosphate aldolase (Mycobacterium tuberculosis (strain ATCC 25618 / H37Rv)), …; in the data active = inhibition above about 27%;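 note: 0% = vehicle and 100% = reference inhibitor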
Target sequence (P9WQA3 whole entry, looked up): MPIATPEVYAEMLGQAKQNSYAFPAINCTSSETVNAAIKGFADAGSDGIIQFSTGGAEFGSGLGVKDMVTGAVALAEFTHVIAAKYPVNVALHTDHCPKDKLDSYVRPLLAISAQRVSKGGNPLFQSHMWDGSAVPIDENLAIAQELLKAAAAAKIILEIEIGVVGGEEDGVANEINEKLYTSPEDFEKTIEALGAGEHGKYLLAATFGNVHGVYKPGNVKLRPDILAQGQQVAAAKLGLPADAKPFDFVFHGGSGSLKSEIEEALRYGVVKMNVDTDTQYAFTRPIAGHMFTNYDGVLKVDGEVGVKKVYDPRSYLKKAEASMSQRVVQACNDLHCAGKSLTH
Mtb UGM inh: M. tuberculosis UGM enzyme inhibitors, primary screen, biochemical, fluorescence polarization, single point. purified UGM, fluorescence polarization probe displacement. inhibition, % at 10 µM. AID 504406, 2011. UDP-galactopyranose mutase (Mycobacterium tuberculosis (strain ATCC 25618 / H37Rv)), …. actives 0.06% (n = 320,000); in the data active = inhibition above about 10%, passing the limit was not always enough; inconclusive = no clear call, values can overlap the other calls
FadD28 FP inh: inhibitors of FadD28 bisubstrate probe binding, primary screen, biochemical, fluorescence polarization, single point; inhibition, % at 12.5 µM; AID 588549, 2011; actives 0.22% (n = 360,000); in the data active = inhibition above about 8.5%, passing the limit was not always enough; inconclusive = no clear call, values can overlap the other calls
GDH-TPI inh: GDH-TPI coupling enzyme inhibitors, primary screen, artefact control for M. tuberculosis FBA inhibitor project, biochemical, absorbance, full deck. GDH-TPI coupled enzyme counterscreen, NADH absorbance. actives 1.2% (n = 360,000). inhibition, % at 4.8 µM;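 note: 0% = DMSO wells and 100% = wells lacking the enzyme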
Rv3671c protease: Rv3671c serine protease inhibitors, primary screen, biochemical, fluorescence polarization, M. tuberculosis H37Rv. P9WHR9. inhibition, % at 5.96 µM. actives 0.048% (n = 320,000); in the data active = inhibition above about 38%;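 note: extracellular domain of Rv3671c used as enzyme; 0% = enzyme with DMSO and 100% = no enzyme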
* marks the source's active call; other numbers are inactive results; ? = inconclusive; nt = not tested or not shown. Cut-off read from the data, not from the text of the source, unless noted: active = inhibition above about 30%; inactive = the rest.

| # | SMILES | VHR inh abs | CCHF vOTU inh | MazF activator | Mtb BioA inh | BoNT F protease | Mtb FBA inh | Mtb UGM inh | FadD28 FP inh | GDH-TPI inh | Rv3671c protease |
| --- | --- | --- | --- | --- | --- | --- | --- | --- | --- | --- | --- |
| 1 | COc1ccc([N+](=O)[O-])cc1NC(=O)C(C)OC(=O)C1c2ccccc2Oc2ccccc21 (centres undefined) | -18 | -1 | 10 | nt | -8 | 3 | -0.2 | -2.0 | 12 | -10 |
| 2 | C=CCn1c2ccccc2c2nnc(SCC(=O)Nc3cc(C)on3)nc21 | 8 | 6 | 10 | 2.5 | -4 | -3 | 0.0 | -4.5 | 21 | 3 |
| 3 | O/C(=C\c1nc2ccccc2nc1/C=C(\O)c1ccccc1)c1ccccc1 | 25 | nt | -144 | 1.0 | 12 | 14 | 1.5 | 0.5 | 12 | -10 |
| 4 | CCC(C(=O)NC(C)CCc1ccccc1)n1nc(C)n2c(cc3occc32)c1=O (centres undefined) | 18 | nt | 7 | 13 | 8 | 2 | -1.6 | -4.9 | 5 | 1 |
| 5 | CCN(CC)CCNC(=O)c1[nH]c2ccc(OCc3ccccc3)cc2c1C | 4 | 3 | 28 | nt | -7 | 21 | -0.6 | -4.8 | -3 | -6 |
| 6 | CC/C(=N\Nc1ccc([N+](=O)[O-])cc1)c1ccccc1 | -6 | nt | -1 | nt | -1 | -11 | -0.1 | -3.1 | 4 | -1 |
| 7 | CC(=O)n1c(-c2ccccc2)c(CO)c2ccccc21 | 13 | 3 | -3 | 0.7 | 4 | 0 | -3.2 | 0.0 | 6 | 0 |
| 8 | Cc1csc(N(C)C(=O)CSc2nnc(COc3cccc4ccccc34)o2)n1 | 15 | -5 | -2 | -1.6 | -5 | -2 | -1.3 | -3.5 | 10 | -12 |
| 9 | CCOC(=O)N/N=C\c1ccc([N+](=O)[O-])s1 | 4 | -7 | -15 | nt | -4 | -2 | 3.4 | 0.2 | 6 | -1 |
| 10 | Cc1cc(=O)n2nc(N3CCC(C(=O)NCc4ccco4)CC3)sc2n1 | 18 | 10 | -2 | 1.2 | 8 | 0 | -0.1 | 0.0 | 1 | 9 |
| 11 | O=C(CC1Sc2ccccc2NC1=O)Nc1cccnc1 (centres undefined) | 1 | -7 | 9 | nt | -2 | -5 | 4.1 | -3.8 | 6 | -8 |
| 12 | COc1ccc(CN2CCCCC2C(=O)Nc2ccc(OC)c(OC)c2)cc1OC (centres undefined) | 7 | -13 | 4 | 2.7 | 0 | -3 | 1.0 | -4.3 | -17 | 2 |
| 13 | O=P1(Oc2ccccc2)C[C@@H](O)[C@@H](O)[C@H](COCc2ccccc2)O1 (some centres undefined) | 14 | 7 | 7 | 0.6 | 3 | 1 | 3.4 | -1.2 | -2 | 1 |
| 14 | CCC1CCCCN1CCCNC(=O)c1ccc(CS(=O)(=O)c2ccccc2C)o1 (centres undefined) | 62 | -4 | 4 | -2.4 | 2 | 2 | -2.1 | -3.0 | -3 | -1 |
| 15 | N#CCC(=O)N/N=C/c1ccc(Sc2nc3ccccc3s2)o1 | -4 | 11 | -2 | -0.7 | 16 | -1 | -2.0 | -4.3 | 12 | -14 |

Filtered by structure: those above with an aryl methoxy group.
| # | SMILES | VHR inh abs | CCHF vOTU inh | MazF activator | Mtb BioA inh | BoNT F protease | Mtb FBA inh | Mtb UGM inh | FadD28 FP inh | GDH-TPI inh | Rv3671c protease |
| --- | --- | --- | --- | --- | --- | --- | --- | --- | --- | --- | --- |
| 1 | COc1ccc([N+](=O)[O-])cc1NC(=O)C(C)OC(=O)C1c2ccccc2Oc2ccccc21 (centres undefined) | -18 | -1 | 10 | nt | -8 | 3 | -0.2 | -2.0 | 12 | -10 |
| 12 | COc1ccc(CN2CCCCC2C(=O)Nc2ccc(OC)c(OC)c2)cc1OC (centres undefined) | 7 | -13 | 4 | 2.7 | 0 | -3 | 1.0 | -4.3 | -17 | 2 |

The listing continues:
| # | SMILES | VHR inh abs | CCHF vOTU inh | MazF activator | Mtb BioA inh | BoNT F protease | Mtb FBA inh | Mtb UGM inh | FadD28 FP inh | GDH-TPI inh | Rv3671c protease |
| --- | --- | --- | --- | --- | --- | --- | --- | --- | --- | --- | --- |
| 16 | CCc1cccc(NC(=O)COC(=O)C2CCN(c3ccc(C(F)(F)F)cn3)CC2)c1 | nt | 13 | -1 | nt | nt | -1 | -1.2 | -0.8 | 1 | -19 |
| 17 | CC(=O)Nc1cc[n+](C(C)C(=O)c2ccccc2)cc1 (centres undefined) | -3 | -9 | 10 | -2.1 | -12 | 0 | 0.4 | -0.5 | -1 | 5 |
| 18 | O=C(CN(Cc1ccco1)S(=O)(=O)c1ccccc1)N/N=C/c1ccccc1C(=O)O | 25 | 7 | -4 | 0.0 | 1 | 0 | 0.5 | 0.2 | -1 | -4 |
| 19 | O=C(c1ccccc1NS(=O)(=O)c1ccc(F)cc1)N1CCCCC1 | 4 | -6 | -6 | 0.0 | -4 | 2 | 1.0 | -0.8 | 2 | 0 |
| 20 | O=C(CN1C(=O)NC2(CCOc3ccccc32)C1=O)NCC(F)(F)F (centres undefined) | 5 | 2 | 3 | nt | 6 | 2 | -0.3 | -0.3 | 0 | 5 |
| 21 | Cc1ccc(S(=O)(=O)Nc2ccc(S(=O)(=O)Nc3nccs3)cc2)cc1C | nt | 7 | -1 | 1.1 | -5 | 0 | nt | -2.0 | 3 | 5 |
| 22 | COc1ccc(NC(=O)[C@H](C)NC(N)=O)cc1S(=O)(=O)Nc1cc(C)ccc1Br | 24 | -6 | -2 | 2.3 | 1 | 0 | 2.7 | -1.8 | 1 | -6 |
| 23 | CCOC(=O)C1=C(C)OC(N)=C(C#N)C12C(=O)N(C)c1ccccc12 (centres undefined) | 15 | -14 | 63* | nt | 0 | 0 | -3.3 | -3.9 | -2 | 5 |
| 24 | CCNC(=S)N1CCC(C(N)=O)CC1 | 29 | 0 | 5 | nt | -17 | -5 | -0.4 | -1.7 | 8 | -1 |
| 25 | CCOC(=O)CSc1nc2c(c(=O)[nH]c(=O)n2C)n1CCCc1ccccc1 | 19 | 11 | -7 | nt | -3 | 0 | -0.5 | -0.1 | -4 | -10 |
| 26 | CCOC(=O)c1ccc(N2C(=O)CC(Sc3ncccn3)C2=O)cc1 (centres undefined) | 12 | 1 | 9 | 0.6 | ? | 0 | -0.1 | -2.6 | 7 | 0 |
| 27 | COc1ccc(-c2noc(C3CCCN(C(=O)c4cccs4)C3)n2)cc1 (centres undefined) | 0 | -6 | -5 | 2.2 | -3 | 0 | -3.5 | -5.6 | -1 | 8 |

Ordered by SMILES length (low to high): some entries from above.
| # | SMILES | VHR inh abs | CCHF vOTU inh | MazF activator | Mtb BioA inh | BoNT F protease | Mtb FBA inh | Mtb UGM inh | FadD28 FP inh | GDH-TPI inh | Rv3671c protease |
| --- | --- | --- | --- | --- | --- | --- | --- | --- | --- | --- | --- |
| 24 | CCNC(=S)N1CCC(C(N)=O)CC1 | 29 | 0 | 5 | nt | -17 | -5 | -0.4 | -1.7 | 8 | -1 |
| 17 | CC(=O)Nc1cc[n+](C(C)C(=O)c2ccccc2)cc1 (centres undefined) | -3 | -9 | 10 | -2.1 | -12 | 0 | 0.4 | -0.5 | -1 | 5 |
| 15 | N#CCC(=O)N/N=C/c1ccc(Sc2nc3ccccc3s2)o1 | -4 | 11 | -2 | -0.7 | 16 | -1 | -2.0 | -4.3 | 12 | -14 |
| 26 | CCOC(=O)c1ccc(N2C(=O)CC(Sc3ncccn3)C2=O)cc1 (centres undefined) | 12 | 1 | 9 | 0.6 | ? | 0 | -0.1 | -2.6 | 7 | 0 |
| 27 | COc1ccc(-c2noc(C3CCCN(C(=O)c4cccs4)C3)n2)cc1 (centres undefined) | 0 | -6 | -5 | 2.2 | -3 | 0 | -3.5 | -5.6 | -1 | 8 |
| 25 | CCOC(=O)CSc1nc2c(c(=O)[nH]c(=O)n2C)n1CCCc1ccccc1 | 19 | 11 | -7 | nt | -3 | 0 | -0.5 | -0.1 | -4 | -10 |
| 21 | Cc1ccc(S(=O)(=O)Nc2ccc(S(=O)(=O)Nc3nccs3)cc2)cc1C | nt | 7 | -1 | 1.1 | -5 | 0 | nt | -2.0 | 3 | 5 |
| 16 | CCc1cccc(NC(=O)COC(=O)C2CCN(c3ccc(C(F)(F)F)cn3)CC2)c1 | nt | 13 | -1 | nt | nt | -1 | -1.2 | -0.8 | 1 | -19 |
| 18 | O=C(CN(Cc1ccco1)S(=O)(=O)c1ccccc1)N/N=C/c1ccccc1C(=O)O | 25 | 7 | -4 | 0.0 | 1 | 0 | 0.5 | 0.2 | -1 | -4 |
| 22 | COc1ccc(NC(=O)[C@H](C)NC(N)=O)cc1S(=O)(=O)Nc1cc(C)ccc1Br | 24 | -6 | -2 | 2.3 | 1 | 0 | 2.7 | -1.8 | 1 | -6 |

Source: PubChem BioAssay (several laboratories)
